Assay outcomes: PubChem BioAssay, National Center for Advancing Translational Sciences (NCATS)
ELG1 genotoxic – inducers of genotoxicity in HEK293T ELG1-luciferase cells; HEK293T ELG1-luciferase reporter, luminescence, 16 h; Potency, µM (doses to about 46 µM), inactives show top-dose activity change, positive = activation, hits mostly activators; 330,000 compounds, 1.3% hits; AID 504466; note: potency is the fitted concentration of half-maximal effect; % of control where 0% means no effect; nearly all actives have a fitted effect of over 60% in size
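DMSO vehicle served as control against compound-treated ELG1-luciferase HEK293T cells; exposure lasted 16 hr at 37 °C and 5% CO2, followed by ONE-Glo luminescence detection after 30 min.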
NPC1 prom act – NPC1 promoter activation; Huh7 NPC1 promoter luciferase reporter, 24 h; Potency, µM (series often up to 9.22 µM), inactives show at the top dose activation, usual class: activators; 320,000 compounds, 2.4% hits;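 note: potency is the fitted concentration of half-maximal effect; % of control where 0% means no effect; nearly all actives have a fitted effect of over 60% in size; reporter is driven by a mutant NPC1 promoter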
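Luciferase expression driven by the NPC1 promoter was measured in stably transfected Huh7 cells after a 24 h compound incubation, using a luciferase reagent and a luminescence read.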
Coupling enz – counter-screen for Giardia aldolase inhibitors: coupling enzyme system; coupling enzyme system counterscreen, AmpLite Red fluorescence; activity change, negative = inhibition, % at 58.2 µM, hits read low; 290,000 compounds, 0.67% hits; AID 2472; in the data active = activity change below about -30%; note: % is set by controls: 0 for no effect and ±100 for the full control effect
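Compounds tested against the coupling enzymes alone at 57.5 uM final; readout was AmpLite Red fluorescence (525/598 nm) after 20 min at RT.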
Rab9 promoter act – activates the Rab9 promoter | Huh7 Rab9 promoter-luciferase reporter, luminescence, 24 h | Potency, µM (highest dose often 9.22 µM), inactives show at the highest dose activation, negative = inhibition, most hits filed as activators | 320,000 compounds, 2.8% hits; note: potency is the fitted concentration of half-maximal effect; % of control where 0% means no effect; nearly all actives have a fitted effect of over 60% in size
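Using Huh7 cells stably transfected with Rab9 promoter–luciferase, compounds were incubated 24 h at 37 °C, 5% CO2; luciferase luminescence was read 10 min after reagent addition.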
Giardia killer – kills Giardia lamblia; 340,000 compounds, 0.15% hits; activity change, % at 7.66 µM, hits read low; Giardia lamblia trophozoite viability; AID 540267; in the data active = activity change below about -80%; inconclusive = between about -30% and that limit;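 note: parasites exposed to compound for two days anaerobically before the ATP read; % is set by controls: 0 for no effect and ±100 for the full control effect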
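Luminescent ATP signal served as the viability read-out, measured 15-30 min after adding ATP detection reagent to trophozoites that had been incubated with compounds for 48 hrs at 37 deg C anaerobically at 100 cells/well.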
uPA surface inh – inhibitors of cell surface uPA generation. cell surface uPA generation assay, qHTS. Potency, µM (doses to about 38.3 µM), without a hit: at the top dose activity change, negative = inhibition, most hits filed as inhibitors. 330,000 compounds, 0.31% hits; active = well fitted inhibition curve with a large enough effect; inconclusive = small, poorly fitted or top-dose-only effect; inactive = no such curve, though single readings can be large or run the other way; tested in mouse RAW 264.7 cells; note: potency is the fitted concentration of half-maximal effect; % is set by controls: 0 for no effect and ±100 for the full control effect; nearly all actives have a fitted effect of over 55% in size
VP16 counter – counter-screen for ROR gamma inhibitors: Gal4-VP16 reporter. Drosophila S2 Gal4-VP16 UAS-luciferase, luminescence, 20 h. Potency, µM (series often up to 53.6 µM), inactives show at the highest dose activity, negative = inhibition, usual class: inhibitors. 310,000 compounds, 3.5% hits. AID 2546;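 note: Gal4-VP16 expression switched on by copper sulfate through the metallothionein promoter; potency is the fitted concentration of half-maximal effect; % is set by controls: 0 for no effect and ±100 for the full control effect; nearly all actives have a fitted effect of over 50% in size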
FLuc modulator – inhibits or activates purified firefly luciferase, miR-21 counter-screen | P08659 | purified FLuc, Km substrates, luminescence inhibition | Potency, µM (series often up to 57.5 µM), for the others: at the highest dose activity change, negative = inhibition, actives largely listed as inhibitors | 360,000 compounds, 6.9% hits | AID 588342;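 note: potency is the fitted concentration of half-maximal effect; plate controls were vehicle for no effect and reference inhibitor for full effect; nearly all actives have a fitted effect of over 55% in size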
Target sequence (P08659 whole entry, looked up): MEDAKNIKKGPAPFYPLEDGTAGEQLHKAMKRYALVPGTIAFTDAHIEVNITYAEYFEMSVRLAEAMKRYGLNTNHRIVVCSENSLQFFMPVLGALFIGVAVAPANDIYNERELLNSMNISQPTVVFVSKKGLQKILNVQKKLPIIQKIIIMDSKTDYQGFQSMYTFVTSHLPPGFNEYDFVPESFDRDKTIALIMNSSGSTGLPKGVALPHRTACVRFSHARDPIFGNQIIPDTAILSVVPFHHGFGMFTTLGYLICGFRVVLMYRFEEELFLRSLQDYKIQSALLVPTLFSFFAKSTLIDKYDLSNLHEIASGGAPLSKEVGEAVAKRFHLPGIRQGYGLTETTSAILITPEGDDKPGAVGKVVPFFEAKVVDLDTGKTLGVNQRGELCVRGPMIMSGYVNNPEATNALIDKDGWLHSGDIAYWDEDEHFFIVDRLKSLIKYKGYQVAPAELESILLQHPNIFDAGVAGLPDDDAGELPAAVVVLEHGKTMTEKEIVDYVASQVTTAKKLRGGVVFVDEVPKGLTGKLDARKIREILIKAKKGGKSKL
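Biochemical qHTS of compounds, final roughly 60 µM downward over six points, against 10 nM purified firefly luciferase using Km concentrations of substrates (10 uM D-luciferin, 10 uM ATP) in Tris acetate pH 7.5 buffer; luminescence output.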
RORgamma inh – blocks mouse ROR gamma transcriptional activity; 310,000 compounds, 5.4% hits; Drosophila S2 Gal4-RORgamma UAS-luciferase reporter, 20 h; P51450; Potency, µM (titrated, usually from 53.6 µM), without a hit: at the highest dose activity change, negative = inhibition, usual class: inhibitors; AID 2551; note: potency is the fitted concentration of half-maximal effect; % is set by controls: 0 for no effect and ±100 for the full control effect; nearly all actives have a fitted effect of over 60% in size
Target sequence (P51450 whole entry, looked up, the tested form may be a part): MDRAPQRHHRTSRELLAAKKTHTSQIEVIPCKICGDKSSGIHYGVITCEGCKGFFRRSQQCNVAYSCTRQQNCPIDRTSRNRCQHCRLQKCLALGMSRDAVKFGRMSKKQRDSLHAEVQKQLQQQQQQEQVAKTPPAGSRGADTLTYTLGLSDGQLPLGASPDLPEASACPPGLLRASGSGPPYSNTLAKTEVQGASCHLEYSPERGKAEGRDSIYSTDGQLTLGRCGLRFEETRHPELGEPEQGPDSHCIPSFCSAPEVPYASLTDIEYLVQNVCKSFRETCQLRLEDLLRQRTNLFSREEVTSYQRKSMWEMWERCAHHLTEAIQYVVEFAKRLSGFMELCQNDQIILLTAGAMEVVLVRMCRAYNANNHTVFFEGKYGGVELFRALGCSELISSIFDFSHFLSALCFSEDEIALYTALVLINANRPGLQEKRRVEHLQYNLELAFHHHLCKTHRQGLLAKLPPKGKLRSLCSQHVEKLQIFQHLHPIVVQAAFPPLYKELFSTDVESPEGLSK
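Using a luciferase readout, inhibitors were identified by reduced reporter activity in Drosophila cells coexpressing a copper-inducible Gal4–ROR gamma fusion and UAS-driven Photinus luciferase, incubated 20 hr after 700 uM copper sulfate.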
Tb PFK inh – blocks T. brucei phosphofructokinase; T. brucei PFK, ADP-Glo luminescence; O15648; 330,000 compounds, 0.17% hits; AID 485367; Potency, µM (doses to about 57.5 µM), for the others: top-dose activity, negative = inhibition, actives largely listed as inhibitors;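 note: potency is the fitted concentration of half-maximal effect; 0% = uninhibited 1x PFK enzyme wells and -100% = no-enzyme wells; nearly all actives have a fitted effect of over 60% in size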
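In TEA buffer at pH 8.0 with 5 mM MgCl2, enzyme (1.25 nM) converted F6P (0.5 mM) and ATP (0.1 mM) for 45 min at room temperature. ADP product was read by luciferase luminescence.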
KCNH2 3.1 block – blocks the human KCNH2 3.1 channel isoform; 340,000 compounds, 0.95% hits; activity change, % (tested at about 1.8 µM); U2OS KCNH2 3.1, thallium flux FluxOr; hits give low values;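 active = maximum activity change below -70%; inconclusive = maximum activity change from -70% to -50%; inactive = maximum activity change above -50%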;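 note: thallium influx rate constant from kinetic fluorescence after stimulation buffer; % is set by controls: 0 for no effect and ±100 for the full control effect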
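Thallium flux via FluxOr fluorescence (Red40 quencher, 45 min loading) in U2OS cells virally expressing the KCNH2 3.1 isoform (1.77 x 10^8 /mL virus, overnight at 37 C). Rate constants from 2-min kinetic reads post-stimulation, normalised to positive and negative controls.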
* hit, by the source's call; ? = inconclusive; . = no result given; [ ] = another dose, or the depositor's remark. Unless noted, calls come from the whole dose curve; as a rule, active = well fitted curve in the direction sought with a large enough effect; inconclusive = small, poorly fitted or top-dose-only effect, or another doubt; inactive = no such curve, though single readings can be large; an effect the other way counts as inactive or inconclusive.

The line under a structure holds: ELG1 genotoxic	NPC1 prom act	Coupling enz	Rab9 promoter act	Giardia killer	uPA surface inh	VP16 counter	FLuc modulator	RORgamma inh	Tb PFK inh	KCNH2 3.1 block
#1 O=C(CCCN1C(=O)/C(=C/c2ccccc2OC(F)F)SC1=S)Nc1cccnc1
  -8%	.	.	.	4	-9%	.	.	.	2%	-6
#2 Nc1nonc1C(=O)N/N=C/c1cc(Br)ccc1O
  15%	-17%	-5	0%	-6	-12%	0%	?	-2%	8%	-5
#3 O=C(Nc1nnc(SCc2ccc(Cl)cc2)s1)c1ccco1
  1%	-5%	8	3%	-7	-3%	0%	0%	-7%	1%	2
#4 Cc1ccccc1OCC(=O)Nc1ccccc1N1CCC(C)CC1
  -5%	-1%	3	-4%	-4	6%	5%	-8%	26%	1%	7
#5 COc1cc(NC(=O)Cc2ccccc2)cc(OC)c1
  4%	1%	4	8%	9	6%	2%	-5%	6%	2%	-8
#6 Cc1nn(C)c(C)c1/C=C/C(=O)c1ccccc1
  16µM*	?	-3	3.5µM*	4	.	?	19µM*	?	2%	14
#7 CCN(CC)S(=O)(=O)c1ccc2c(c1)N(CC(=O)Nc1ccc(NC(C)=O)cc1)C(=O)CO2
  -3%	2%	1	3%	-16	2%	11%	-2%	-3%	0%	1
#8 COC(=O)Cn1cnc2c(nnn2-c2cccc(OC)c2)c1=O
  0%	-2%	1	1%	26	7%	1%	-2%	-5%	1%	-7
#9 COc1ccc(-n2c(SCC(=O)Nc3ccc(NC(C)=O)cc3)nc3c([nH]c4ccccc43)c2=O)cc1OC
  13%	9%	.	6%	-7	-14%	-14%	-6%	-1%	-1%	2
#10 CCN(CC(=O)Nc1ccc(Br)cc1)C(=O)Cc1cccc(F)c1
  0%	0%	-1	-2%	-2	1%	-8%	3%	34%	0%	4
#11 O=C(COC(=O)c1ccc(F)cc1)NC1CC1
  0%	4%	.	6%	-2	-2%	.	-8%	.	?	17
#12 COCCSc1nnc(NC(=O)CCS(=O)(=O)Cc2ccccc2)s1
  0%	2%	.	-5%	-12	-16%	2%	2%	1%	-1%	-1
#13 Cc1cccc(N(CC(=O)NC(C)(C)C)C(=O)CS(=O)CC(=O)Nc2ccc3c(c2)OCO3)c1 (stereo not given)
  -1%	2%	0	2%	22	-23%	2%	-2%	7%	-8%	0
#14 CCCc1cc(=O)oc2cc(C)cc(OCc3nn[nH]n3)c12
  1%	1%	17	5%	4	2%	7%	-1%	2%	-3%	2
#15 O=C(Nc1ccc(N=Nc2ccccc2)cc1)c1ccc(Cl)cc1Cl
  4%	-8%	1	2%	-7	7%	?	2%	?	0%	1
#16 Cc1ccc(Sc2cnn(-c3ccccc3)c(=O)c2Cl)cc1
  -1%	0%	3	2%	7	-15%	0%	0%	0%	0%	2
#17 N#Cc1ccsc1NC(=O)COC(=O)c1ccc(NC(N)=O)cc1
  21µM*	1.1µM*	0	?	?	0%	-18%	5.4µM*	-27%	0%	-1
#18 C/C(Cn1nnc2ccccc21)=N\NC(=O)c1cccc(Br)c1
  5%	-3%	0	-6%	-5	1%	-8%	-9%	-39%	-1%	-1
#19 O=C(COc1ccc(Br)cc1Cl)NC1CCCCC1
  ?	2.8µM*	1	1.4µM*	2	2%	?	3µM*	-8%	-3%	-12
#20 Cc1cccc(CN2CCc3c(OCC(=O)NCc4ccco4)cccc3C2=O)c1
  -2%	-5%	1	-5%	1	-6%	-9%	3%	?	-5%	5
#21 CCOc1ccc(-c2cc(C(=O)NCCCN3CCOCC3)c3ccccc3n2)cc1
  2%	15%	.	1%	8	-14%	-1%	8.5µM*	18%	-1%	0
#22 COc1ccc(C(=O)OCCN2CCN(C3=NS(=O)(=O)c4ccccc43)CC2)cc1OC
  -1%	-2%	1	5%	7	-1%	4%	1%	4%	2%	-8
#23 Cc1cccc(C(=O)Nc2ccc(C(=O)N/N=C/c3cccnc3)cc2)c1
  5%	1%	0	14%	8	7%	1%	5%	22%	-1%	-9
#24 COc1cc(N/C(=N/S(=O)(=O)c2ccccc2)c2ccccc2)ncn1
  .	.	1	.	6	-4%	-2%	-1%	20%	.	-12
#25 O=C(NC1CC1)C1=C[C@@H](c2csc3ccccc23)C[C@@H](OCCCCO)O1
  3%	0%	0	-1%	-10	-10%	16%	0%	-13%	-3%	-2
#26 N#C/C(=C\C=C\c1ccccc1)C(=O)N1CCCC1
  18%	7%	4	0%	31[activator]	-1%	?	-19%	-1%	0%	-2
#27 COc1ccc2oc(C(=O)OCC(=O)NCCc3ccccc3)c(C)c2c1
  17%	0%	.	10%	3	2%	.	-3%	.	0%	-4
#28 O=C(NCCN1CCCC1)c1ccc2c(c1)N(Cc1cccc(Cl)c1)C(=O)c1ccccc1S2(=O)=O
  4%	-2%	.	-5%	-1	?	-10%	4%	0%	-2%	11
#29 N#C/C(=C(/O)CN1CCN(c2ccccc2F)CC1)c1nc(-c2ccccc2)cs1
  -7%	-3%	5	2%	-27	.	2%	5%	-18%	6%	2
#30 CCOC(=O)C1CCN(C(=O)CN(c2ccc(OC)c(OC)c2)S(=O)(=O)c2ccccc2)CC1
  0%	1%	-2	-7%	5	-3%	-1%	-1%	8%	-4%	-3
#31 COc1cc(SC)ccc1C(=O)OC1CCOC1=O (stereo not given)
  2%	-1%	0	-2%	-9	2%	-6%	-6%	-3%	-4%	-14
#32 COc1cc(CNC(=O)c2cnc(C)cn2)cc(OC)c1
  3%	6%	0	-2%	26	5%	9%	-3%	-14%[1.91 µM]	1%	10
#33 CC(C)(C)NC(=O)CCN(/N=C/c1ccccc1)C1=NS(=O)(=O)c2ccccc21
  -6%	2%	-1	-5%	-15	-4%	0%	-2%	41%	-1%	5
#34 COc1ccc(-c2nc3scc(-c4ccc(OC)c(OC)c4)c3c(=O)o2)cc1
  11%	-5%	-6	2%	-1	-6%	-3%	1%	7%	4%	-1
#35 Cc1cc(Oc2ccc3ccccc3c2)nc(SCC(=O)c2ccccc2)n1
  -9%	-6%	-2	-1%	6	-4%	-10%	1%	30%	?	-15
#36 COc1cc(NC(=O)Cn2cnc3ccccc3c2=O)c(OC)cc1Cl
  4%	-6%	0	-2%	11	6%	5%	-2%	19%	0%	21
#37 COc1ccc(N(C(=O)C(C)C)S(=O)(=O)c2ccc(Cl)cc2)cc1
  -6%	0%	-3	6%	-5	.	-4%	1%	-22%	2%	5
#38 CCCCSCCCNC(=S)Nc1ccccc1C
  -14%	-2%	0	-15%	19	-1%	?	1%	2.5µM*	3%	21
#39 Cc1ccc2c(c1)C(c1ccccc1)N(C(=O)c1ccccc1[N+](=O)[O-])CC(=O)N2 (stereo not given)
  -4%	-1%	1	-6%	7	-8%	2%	-2%	4%	2%	-12
#40 Cc1cccc(N(CC(=O)NC(C)(C)C)C(=O)CCC(=O)Nc2ccccn2)c1
  -2%	-4%	1	0%	24	2%	11%	1%	-13%	1%	1
#41 CC(NC(=O)Cn1cc(C(F)(F)F)cc(Cl)c1=O)c1ccccc1 (stereo not given)
  0%	1%	-1	0%	-14	5%	7%	-2%	-11%	-2%	-8
#42 S=C(Nc1cccc2ccccc12)NN1CCOCC1
  -3%	18%	-17	3%	-5	-3%	?	3%	11µM*	-4%	5
#43 CCOc1ccccc1NC(=O)CN1CCc2ccccc2C1
  0%	-1%	0	10%	3	8%	?	2%	-10%	1%	-17
#44 COc1ccc(N=C2SC(C(=O)Nc3ccc(C(=O)O)cc3)CC(=O)N2Cc2cccs2)cc1 (stereo not given)
  1%	-1%	0	2%	-23	2%	5%	0%	23%	3%	0
#45 COc1ccc(CNC(=O)COC(=O)CC(NC(N)=O)c2ccc(Cl)cc2)cc1OC (stereo not given)
  -1%	-3%	.	0%	4	5%	.	.	.	-5%	0
#46 Nc1ccc2oc(C3CCCCC3)nc2c1
  ?	?	-10	?	16	-5%	0%	24µM*	14%	-1%	6
#47 CC1CN(c2ncnc3c2oc2ccccc23)CC(C)O1 (stereo not given)
  8%	1%	1	2%	11	-4%	3%	-20%	-33%	7%	3
#48 CCN(c1ccccc1)S(=O)(=O)c1ccc(OC)c(NC(=O)CN2C(=O)NC(C)(C)C2=O)c1
  2%	-4%	.	9%	-6	-4%	.	-2%	.	1%	-14
